Bioassay records deposited in PubChem BioAssay by several laboratories.
NOD2-RIPK2 inh – NOD2-RIPK2 protein interaction inhibition; CHO BLA complementation NOD2-RIPK2, CCF4 ratio; AID 624267; inhibition, % at 4.98 µM; 360,000 tested, 0.38% active; O43353; in the data active = inhibition above about 21%;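 also: 0% = vehicle only and 100% = reference blocker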
Target sequence (O43353 whole entry, looked up): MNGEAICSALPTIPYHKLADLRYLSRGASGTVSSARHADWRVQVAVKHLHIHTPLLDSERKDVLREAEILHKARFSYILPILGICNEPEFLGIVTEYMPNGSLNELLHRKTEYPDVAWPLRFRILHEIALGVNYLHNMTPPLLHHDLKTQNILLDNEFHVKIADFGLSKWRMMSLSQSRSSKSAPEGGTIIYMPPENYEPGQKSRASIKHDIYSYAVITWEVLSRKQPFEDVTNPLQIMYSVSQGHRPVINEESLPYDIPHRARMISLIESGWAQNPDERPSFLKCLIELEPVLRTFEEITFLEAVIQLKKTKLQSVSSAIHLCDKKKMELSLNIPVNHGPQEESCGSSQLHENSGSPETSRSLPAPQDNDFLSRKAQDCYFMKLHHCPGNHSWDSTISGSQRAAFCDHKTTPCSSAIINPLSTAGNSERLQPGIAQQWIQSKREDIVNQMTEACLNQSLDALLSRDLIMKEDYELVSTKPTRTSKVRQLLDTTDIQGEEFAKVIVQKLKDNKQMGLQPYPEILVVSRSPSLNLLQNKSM
NCOA2 inhibitor – inhibits human steroid receptor coactivator 2; AID 651957; HEK293 GAL4-SRC2 luciferase reporter, luminescence; Q15596; inhibition, % at 9 µM; 370,000 tested, 0.17% active;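 active = inhibition above the mean inhibition of all tested compounds plus 3 SD, set per campaign, cut at about 52% in these data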;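 also: 0% = DMSO treated cells and 100% = cells given Gossypol at 36 µM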
Cardio protect – protects H9c2 cardiomyocytes from peroxide injury; H2O2 injury protection, ATPLite, 2 h; protection from H2O2 cell death, % at 20 µM; 360,000 tested, 0.63% active;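 active = compounds giving at least 50% protection of heart cells from peroxide-induced death in the single-dose screen, raw or plate-pattern-corrected value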;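 also: 0% = DMSO wells with peroxide and 100% = DMSO wells without peroxide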
TLR9-MyD88 inh – TLR9-MyD88 interaction inhibition | 340,000 tested, 0.21% active | inhibition, % at 4.98 µM | AID 504734 | CHO BLA complementation TLR9-MyD88, CCF4 FRET ratio | Q9NR96+Q99836;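 active = inhibition above the mean over all tested compounds plus 3 SD, cut at about 21% in these data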;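 also: 0% = DMSO only wells and 100% = clavulanate BLA inhibitor control wells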
N-glyco inh – blocks N-linked glycosylation in D54 reporter cells | 360,000 tested, 0.23% active | D54 ERlucT glycosylation luciferase reporter, 24 h; percent of 100 nM tunicamycin response | reporter increase, % at 12.5 µM | AID 588692;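 active = mean luciferase reporter signal, scaled so untreated is 0 and the glycosylation-blocking control 100, at or above a set limit in every replicate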;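 also: luciferase carries N-glycosylation sites so blocking glycosylation raises the light; 0% = median of neutral control wells and 100% = median of 100 nM tunicamycin wells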
ABCB6 inh 2 – inhibitors of human ABC transporter ABCB6; AID 602162; 360,000 tested, 0.19% active; fluorescence ratio to DMSO, % at 10 µM; Q9NP58; K562-ABCB6 porphyrin accumulation, flow cytometry, 1 h; hits give low values;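 active = fluorescence ratio to DMSO below 75%, the collection mean minus 3 SD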;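 also: signal is porphyrin accumulated inside mitochondria; 100% equals median channel fluorescence of DMSO control wells; lower ratio means ABCB6 inhibition with less porphyrin fluorescence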
MC4R barr agon – agonists of human melanocortin 4 receptor (MC4R) beta-arrestin. activation, % at 8.9 µM. U2OS MC4R beta-arrestin complementation, luminescence; percent of melanotan II response, DMSO zero. AID 540308. P32245. 360,000 tested, 0.98% active;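 active = activation above a per-plate cutoff, the mean activation of sample wells on that plate plus 3 SD, cut at about 8% in these data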
Target sequence (P32245 whole entry, looked up): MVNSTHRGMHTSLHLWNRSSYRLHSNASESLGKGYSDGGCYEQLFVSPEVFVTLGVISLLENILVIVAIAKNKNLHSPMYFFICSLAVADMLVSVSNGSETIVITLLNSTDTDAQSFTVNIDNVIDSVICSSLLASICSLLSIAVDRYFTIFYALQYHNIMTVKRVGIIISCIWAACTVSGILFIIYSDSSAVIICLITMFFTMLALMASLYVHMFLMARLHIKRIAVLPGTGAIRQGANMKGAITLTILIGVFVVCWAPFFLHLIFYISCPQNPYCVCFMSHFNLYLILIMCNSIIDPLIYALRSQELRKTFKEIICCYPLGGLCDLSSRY
ABHD5 PLIN5 PPI – blocks binding of human ABHD5 to perilipin-5. Q00G26+Q8WTS1. Split G. princeps luciferase complementation, luminescence, 4 h. inhibition, % at 4 µM. 360,000 tested, 0.78% active. AID 602281;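 active = inhibition above the mean inhibition across every tested compound plus 3 SD, cut at about 22% in these data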;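 also: 0% = DMSO only wells and the 100% control is not disclosed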
m5-HT2A agonist – activates the mouse 5-HT2A serotonin receptor; AID 624169; activation, % at 7.6 µM; CHO-K1 mHTR2A beta-arrestin complementation, luminescence; percent of 30 µM serotonin response; 360,000 tested, 0.66% active;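 active = activation above a run cutoff, the mean activation of all tested compounds plus 3 SD, cut at about 14% in these data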;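 also: 0% = plate median of compound wells and 100% = 30 µM serotonin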
MC4R antag cAMP – antagonists of human melanocortin 4 receptor (MC4R); P32245; MC4R-expressing cells, MTII-stimulated cAMP, LANCE TR-FRET; inhibition, % at 6.5 µM; 360,000 tested, 0.48% active; AID 540295;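 active = inhibition above its plate's cutoff, the mean of tested wells on that plate plus 3 SD, cut at about 29% in these data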;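 also: 0% = Melanotan II alone and 100% = Melanotan II plus saturating MCL0020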
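system = U2OS cells with stable human MC4R expression | also added = Melanotan II challenge after compound preincubation | dosing = one concentration, 6.5 µM nominal | incubation = compound 30 min, challenge 1 h, detection 1 h | measured by = TR-FRET with Eu-cAMP and labeled anti-cAMP, 671 nm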
* = called active by the depositor; · = no result given. An excerpt, so the mix of outcomes need not match the whole.

entry	smiles	NOD2-RIPK2 inh	MC4R antag cAMP	ABCB6 inh 2	NCOA2 inhibitor	MC4R barr agon	TLR9-MyD88 inh	Cardio protect	ABHD5 PLIN5 PPI	m5-HT2A agonist	N-glyco inh
1	CC(NC(=O)CSc1nnc(-c2cccc(S(=O)(=O)N3CCCCC3)c2)o1)C12CC3CC(CC(C3)C1)C2 (centres undefined)	-3.8	4.5	99.0	-12.6	-0.7	6.1	5.3	-2.2	-1.1	-1.4
2	Cc1cc(-c2ccc(C)c(S(=O)(=O)Nc3ccc(S(N)(=O)=O)cc3)c2)on1	8.1	20.0	96.0	-2.2	-1.8	-0.9	-2.4	12.7	0.2	-4.1
3	CCOc1cc(/C=N/NC(=O)C2CC2)ccc1OC(C)C	-6.3	-8.1	97.0	-21.4	-3.9	-4.4	-1.8	0.4	3.6	4.3
4	CC(=O)SC1CC(=O)N(c2ccc(C(C)(C)C)cc2)C1=O (centres undefined)	0.2	17.6	97.0	-11.5	-2.4	-4.5	-4.6	-58.6	0.8	3.7
5	CCOc1cc(/C=N\NC(=O)c2ccc(C)nc2)ccc1OC(=O)c1ccc(F)cc1	2.8	6.5	110.0	-18.5	1.4	-15.7	3.9	-14.4	-8.4	-0.2
6	CC1(C(=O)NCc2ccc3c(c2)OCO3)CCN1C(=O)Cc1ccc(Cl)cc1Cl (centres undefined)	-1.7	-4.8	97.0	-2.2	-0.7	·	4.8	3.2	1.8	-1.5
7	C/C(=N\NC(=O)C(=O)Nc1ccc(C)cc1)c1ccncc1	-2.9	-1.2	86.0	-2.2	-2.1	1.3	-3.9	-4.8	1.8	3.5
8	CCC(=O)Oc1ccc(C2NC(=O)c3ccccc3O2)cc1OC (centres undefined)	-10.0	2.4	99.0	12.6	-0.9	6.8	6.7	11.3	1.4	0.0
9	COCCCn1c(=O)c2sccc2n(Cc2cccc(C)c2)c1=O	-2.3	6.2	98.0	-14.7	-0.8	4.7	-1.3	2.1	-2.2	-1.5
10	CCC/C(C#Cc1ccc(N(C)C)cc1)=C1/c2ccccc2C(=O)N1c1ccccc1	40.3*	4.9	470.0	-12.1	-0.3	28.7*	-5.1	-3.5	-2.7	-2.1
11	CC(NC(=O)CCc1nnc(C2(c3ccc(Cl)cc3)CCC2)o1)C1CC1 (centres undefined)	-5.3	9.3	106.0	-11.4	-1.1	2.5	-0.1	-1.9	-1.4	0.0
12	Cc1cccc2c(CC(=O)Nc3ccccc3)noc12	-12.4	7.2	100.0	12.0	-2.9	-0.3	-3.9	0.5	10.1	0.6
13	CCOc1cc(/C=C2\SC(=Nc3ccc(CC)cc3)NC2=O)ccc1OCC(=O)O	-9.1	20.7	95.0	0.7	0.7	0.1	-0.6	2.0	-3.6	-0.1
14	O=C(c1ccccc1)c1sc(N2CCCCCC2)nc1-c1ccccc1	-0.1	-0.4	92.0	18.6	-2.4	-2.2	-15.8	-2.8	1.8	-2.4
15	COc1ccccc1OCC(=O)n1cc(C(=O)c2cc(Cl)cc(Cl)c2O)cn1	-5.7	20.5	106.0	2.2	0.1	5.7	1.7	0.1	-1.2	2.7

(more compounds)
entry	smiles	NOD2-RIPK2 inh	MC4R antag cAMP	ABCB6 inh 2	NCOA2 inhibitor	MC4R barr agon	TLR9-MyD88 inh	Cardio protect	ABHD5 PLIN5 PPI	m5-HT2A agonist	N-glyco inh
16	S=c1[nH]c2ccc(Cl)cc2s1	-9.7	7.0	95.0	-5.7	-0.5	-11.6	-10.0	-2.4	4.8	2.0
17	Cc1cccc(NC(=O)CN2C(=O)C3CC=CCC3C2=O)c1C (centres undefined)	-14.5	10.7	102.0	-21.2	-0.9	-4.0	1.3	9.2	4.4	2.3
18	Cc1cc(C)nc(SC2CCCCC2NS(=O)(=O)c2ccccc2)n1 (centres undefined)	-4.7	10.0	90.0	-18.6	1.4	-2.5	-9.2	-1.6	-4.7	-0.7
19	Cn1c(CCNC(=O)c2ccc(Cl)cc2)n[nH]c1=S	-1.9	5.0	100.0	-12.3	-0.8	-8.1	0.0	2.5	-1.5	0.8
20	Cc1cccc(NC(=O)c2ccc([N+](=O)[O-])s2)c1C	-9.5	-3.3	106.0	-14.5	-0.3	2.5	-12.6	-6.2	5.7	0.7
21	O=C(NCC1OCCCN1S(=O)(=O)c1ccc(F)cc1)C(=O)NC1CCCC1 (centres undefined)	-3.9	-1.1	101.0	15.9	-3.1	-14.2	3.9	4.3	-5.2	-1.6
22	CCOC(=O)NC(C(Cl)(Cl)Cl)S(=O)(=O)c1ccccc1 (centres undefined)	0.0	5.5	95.0	13.3	-0.6	7.9	1.3	1.1	4.3	4.6
23	CN(C)c1ccc(CNC(=O)CN2C(=O)COc3ccc(S(=O)(=O)N4CCCC4)cc32)cc1	3.8	4.5	101.0	7.7	0.0	0.6	1.6	-2.4	3.8	2.9
24	CCOC(=O)C1(Cc2cccc(Cl)c2)CCCN(C(=O)CCC(=O)N(C)C)C1 (centres undefined)	-8.9	-3.2	100.0	-6.9	2.5	3.6	2.0	2.7	2.1	0.6
25	Nc1c(Cl)cc(C2=NCCn3c2c2ccc(C(F)(F)F)cc2[n+]3[O-])cc1Cl	-2.5	1.9	101.0	-5.0	-3.0	-1.3	1.1	3.7	2.3	-1.3
26	CCCC1=NN2C(=N)/C(=C\c3ccc(OCCOc4ccc(NC(C)=O)cc4)c(OC)c3)C(=O)N=C2S1	5.9	15.9	108.0	-0.7	0.5	-15.7	-1.8	1.5	12.7	1.2
27	O=C(Nc1ncc(Cl)cc1Cl)c1c(F)cccc1Cl	-6.1	2.5	100.0	-47.8	-1.3	-0.3	8.2	3.5	-2.8	-0.9
28	CN(Cc1ccccc1)C(=O)c1ccc(NC2=NC3CS(=O)(=O)CC3S2)cc1 (centres undefined)	6.5	-0.9	98.0	-10.7	0.5	6.6	9.2	-1.4	-6.0	-0.2
29	CCN(Cc1ccccc1)S(=O)(=O)c1ccc(S(=O)(=O)N(Cc2cccc(OC)c2)CC2CCCO2)cc1 (centres undefined)	4.3	12.3	102.0	5.9	1.9	0.6	-2.4	-3.6	-2.1	-8.0
30	O=[N+]([O-])c1ccc(Cl)c(C2Nc3cccc4cccc(c34)N2)c1	2.6	0.6	99.0	32.0	-1.6	-8.4	-2.1	4.0	-0.5	10.0

The list continues.
entry	smiles	NOD2-RIPK2 inh	MC4R antag cAMP	ABCB6 inh 2	NCOA2 inhibitor	MC4R barr agon	TLR9-MyD88 inh	Cardio protect	ABHD5 PLIN5 PPI	m5-HT2A agonist	N-glyco inh
31	CCCC1=C(C(=O)OCC)C(c2ccco2)n2ncnc2N1 (centres undefined)	7.5	1.7	96.0	-6.7	0.0	-3.4	-4.3	0.5	-4.3	1.1
32	Cc1ccc(-c2nc3ncccn3c2Nc2ccc3c(c2)OCCO3)cc1	-0.4	0.3	93.0	-25.7	-1.2	0.5	3.0	1.0	-4.2	0.8
33	Cc1ccc(C2C(C(=O)c3cc4ccccc4o3)=C(O)C(=O)N2CCN2CCOCC2)o1 (centres undefined)	-1.8	2.2	100.0	-34.2	0.6	-2.1	-0.8	15.1	5.6	2.1
34	CCc1ccc(N2C(=O)Cc3c2nc(N)c(C#N)c3N)cc1	0.7	0.0	106.0	-51.5	-1.9	3.3	-3.5	-4.6	-2.8	-1.0
35	COc1ccc(N2CCN(C(=O)CN(C)S(=O)(=O)c3cnc[nH]3)CC2)cc1	2.1	5.4	92.0	17.8	0.9	8.5	7.4	0.7	-1.2	-1.3
36	O=C1Cc2ccccc2N1c1c(Cl)cccc1Cl	-7.2	4.4	95.0	-25.0	-2.8	15.2	5.8	-3.3	-1.8	-3.5
37	CCC(C)n1c(C)cc(=O)n1C(C)CC (centres undefined)	-2.3	9.0	103.0	-10.5	0.4	-0.3	7.6	-1.4	4.2	-0.7
38	CNC(=O)NC(=O)C(C)OC(=O)c1c(C)noc1C (centres undefined)	-8.8	0.5	108.0	15.5	2.7	1.3	-5.2	-0.6	-3.3	1.2
39	Cc1c(OCC(=O)N[C@@H](Cc2ccccc2)C(=O)O)ccc2c1oc(=O)c1ccccc12	-5.1	6.3	100.0	-10.4	-2.2	3.5	6.7	-3.5	1.8	0.2
40	CCCCN1C(=O)C2Cc3c([nH]c4ccccc34)CN2C1=S (centres undefined)	4.9	12.0	127.0	-8.7	1.6	-10.2	-0.4	-8.8	0.7	0.4
41	COC(=O)/C(=C/c1ccc(OC)cc1)NC(=O)c1ccco1	3.5	1.7	100.0	-22.5	-1.4	3.6	3.6	4.0	4.6	-0.5
42	CCOC(=O)c1c(CC(C)C)csc1N	-8.7	2.8	109.0	20.2	-1.2	-11.2	-5.2	-13.0	-3.5	-2.7
43	CCOC(=O)c1[nH]c2ccccc2c1NC(=S)Nc1ccccc1C	-0.6	-0.4	100.0	-9.2	-0.5	-1.3	-10.2	-0.8	0.7	2.8
44	Cn1cc(/C=C2\SC(=S)N(NC(=O)c3ccccc3)C2=O)c2ccccc21	3.4	7.2	120.0	-21.0	0.3	1.8	-2.6	3.3	-0.2	4.2
